aSyn tox rescue: alpha-synuclein toxicity suppression in yeast | S. cerevisiae alpha-synuclein toxicity rescue, BacTiter-Glo growth, 24 h | Potency, µM (top dose mostly 46.1 µM), without a hit: at the highest dose growth rescue (activation), most hits filed as activators | hit rate 0.02% among 94,000; active means well fitted activation curve with a large enough effect; inconclusive means small, poorly fitted or top-dose-only effect; further: 0% is about no effect
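Growth restoration measured by BacTiter-Glo luminescence after 24 hr at 30 deg C; alpha-synuclein yeast, raffinose-pregrown to mid-log, were added at OD600=0.02 in galactose medium onto pinned compounds.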
* hit, by the source's call; ? = inconclusive; [ ] = dose if it differs, or a comment. Potency means the concentration at half of the fitted maximal effect. This is a subset. The share of hits here may be higher or lower than overall.

The first 19 entries (preview)
SMILES	aSyn tox rescue
CC(C)Cn1c(=O)c2sccc2n2c(CCCC(=O)NC3CCCCC3)nnc12	0%
O=C(NCc1cccs1)c1nn(-c2ccccc2Cl)nc1CO	-5%
COc1ccc(CNC(=O)c2ccc3c(Cl)c4c(nc3c2)CCCC4)c(OC)c1	-1%
CCOc1ccc(OCCC(=O)OCC(=O)Nc2cc(S(=O)(=O)N3CCOCC3)ccc2C)cc1	3%
CCCN(CCC)CCCNC(=O)C1CCN(S(=O)(=O)CC)CC1	-10%
CN1CCN(C(=O)c2cc(=O)c3cc(Cl)ccc3o2)CC1	-1%
CCc1ccc(N(C(=O)CCC(=O)Nc2cc(C)on2)C(C(=O)NC(C)(C)C)c2ccc(OC)cc2)cc1 (configuration not stated)	-4%
CC(C)Oc1ccc(C(=O)NCCNC(=O)c2ccco2)cc1	1%
CN(C)CCN(Cc1ccccc1)S(=O)(=O)c1csc(C(N)=O)c1	-3%
Cc1ccc(-c2cc3nc(-c4ccccc4)cc(NCCCO)n3n2)cc1	-2%
CCCCc1ccc(NC(=O)c2ccc(=O)n(Cc3cccc(C)c3)c2)cc1	7%
COc1cc(C(=O)O)nc2ccc([N+](=O)[O-])cc12	-3%
Cc1ccc(NC(=O)CSc2nc(-c3ccco3)cc(C(F)(F)F)n2)cc1C	5%
COC(=O)c1cc(Nc2nc3ccccc3nc2NS(=O)(=O)c2ccc(C)cc2)ccc1Cl	1%
Cc1nc2cccnc2n1C1CCN(S(=O)(=O)c2ccc(Cl)cc2)CC1	6%
Cc1cc(=O)oc2cc(NC(=O)C(C)Oc3ccc(F)cc3)ccc12 (configuration not stated)	-4%
CC1CCCC(NC(=O)c2ccc3c(c2)OCO3)C1C (configuration not stated)	-1%
CC(C)c1ccc(NC(=O)CSc2ncc3c(n2)-c2ccccc2N(C)S3(=O)=O)cc1	3%
CC(C)(C)c1ccc(OCC(=O)N(Cc2ccco2)Cc2ccccc2F)cc1	17%

Main list, from the start:
SMILES	aSyn tox rescue
CC(C)Cn1c(=O)c2sccc2n2c(CCCC(=O)NC3CCCCC3)nnc12	0%
O=C(NCc1cccs1)c1nn(-c2ccccc2Cl)nc1CO	-5%
COc1ccc(CNC(=O)c2ccc3c(Cl)c4c(nc3c2)CCCC4)c(OC)c1	-1%
CCOc1ccc(OCCC(=O)OCC(=O)Nc2cc(S(=O)(=O)N3CCOCC3)ccc2C)cc1	3%
CCCN(CCC)CCCNC(=O)C1CCN(S(=O)(=O)CC)CC1	-10%
CN1CCN(C(=O)c2cc(=O)c3cc(Cl)ccc3o2)CC1	-1%
CCc1ccc(N(C(=O)CCC(=O)Nc2cc(C)on2)C(C(=O)NC(C)(C)C)c2ccc(OC)cc2)cc1 (configuration not stated)	-4%
CC(C)Oc1ccc(C(=O)NCCNC(=O)c2ccco2)cc1	1%
CN(C)CCN(Cc1ccccc1)S(=O)(=O)c1csc(C(N)=O)c1	-3%
Cc1ccc(-c2cc3nc(-c4ccccc4)cc(NCCCO)n3n2)cc1	-2%
CCCCc1ccc(NC(=O)c2ccc(=O)n(Cc3cccc(C)c3)c2)cc1	7%
COc1cc(C(=O)O)nc2ccc([N+](=O)[O-])cc12	-3%
Cc1ccc(NC(=O)CSc2nc(-c3ccco3)cc(C(F)(F)F)n2)cc1C	5%
COC(=O)c1cc(Nc2nc3ccccc3nc2NS(=O)(=O)c2ccc(C)cc2)ccc1Cl	1%
Cc1nc2cccnc2n1C1CCN(S(=O)(=O)c2ccc(Cl)cc2)CC1	6%
Cc1cc(=O)oc2cc(NC(=O)C(C)Oc3ccc(F)cc3)ccc12 (configuration not stated)	-4%
CC1CCCC(NC(=O)c2ccc3c(c2)OCO3)C1C (configuration not stated)	-1%
CC(C)c1ccc(NC(=O)CSc2ncc3c(n2)-c2ccccc2N(C)S3(=O)=O)cc1	3%
CC(C)(C)c1ccc(OCC(=O)N(Cc2ccco2)Cc2ccccc2F)cc1	17%
CCOC(=O)c1c(C)oc2nc(C)nc(NCc3ccccc3OC)c12	?
CCc1ccccc1N(C)C(=O)c1nn(C)c2c1CSc1ccccc1-2	4%
CC1(C)OC(=O)NC1c1ccccc1 (configuration not stated)	-5%
Cc1onc(-c2ccccc2Cl)c1C(=O)NCc1ccc2c(c1)cc(C)n2C	-2%
Cc1ccc(CNC(=O)CCC(=O)N2CCSc3ccccc32)cc1	-11%
COc1ccc2c(CNCc3cccs3)c(C(=O)O)n(Cc3ccc(C)cc3)c2c1	9%
Cc1ccc(-n2ncc3c(NCCCn4ccnc4)ncnc32)cc1C	4%
C=Cc1ccc(Cn2c(=O)n(-c3ccccc3C)c(=O)c3c4c(sc32)CN(C(C)=O)CC4)cc1	2%
CN(C)S(=O)(=O)c1ccc(N2CCCC2)c(C(=O)Nc2ccccc2)c1	-13%
NS(=O)(=O)c1ccc(CCNC(=O)Cn2c(=O)c3cccn3c3ccc(F)cc32)cc1	-7%
CCCCC(C(=O)NC1CCCC1)N(C(=O)c1snc(C(N)=O)c1N)c1ccc(C)cc1 (configuration not stated)	-9%
CCCn1cnc2cc(NCc3cccs3)ccc21	9%
CC(C)CC(=O)Nc1cc(-c2ccccc2F)nn1-c1ccccc1	-10%
Cc1ccc(Cn2nc(C)c(NC(=O)c3cc(-c4ccc(F)cc4)on3)c2C)cc1	9%
CC(C)CCNS(=O)(=O)c1ccc(N2CCCCS2(=O)=O)cc1	-2%
CC(C)c1ccc(S(=O)(=O)c2nnn3c2nc(N2CCCCC2)c2sccc23)cc1	4%
CCN(CC)S(=O)(=O)c1ccc(O)c(NC(=O)CN2CCc3ccccc3C2)c1	-1%
CC1CCN(C(=O)c2cc(-c3ccc4c(c3)OCO4)on2)CC1	3%
CCC(=O)Nc1ccc(S(=O)(=O)NCc2ccc3c(c2)CCN3C(=O)c2ccc(C)cc2)cc1	-1%
Cc1ccc(NC(=O)C(c2ccccc2)c2ccccc2)c(O)c1	10%
Cc1nc(-c2ccncc2)sc1C(=O)Nc1ccc(Cl)cc1	-6%
CCC(C(=O)NCC1CCCO1)N(C(=O)c1snc(C(N)=O)c1N)c1ccc(Cl)cc1 (configuration not stated)	-4%
CCC(=O)N1CCCc2cc(S(=O)(=O)N3CCC(C(=O)NC4CCC(C)CC4)CC3)ccc21 (configuration not stated)	-10%
CCOc1ccc(Br)cc1S(=O)(=O)Nc1ccc(C(=O)OCC(=O)N(C)c2ccccc2)cc1	-1%
N#Cc1ccsc1NC(=O)CN1CCN(Cc2ccccc2)CC1	-25%
COc1ccc(-c2nc(CS(=O)CC(=O)NCc3ccccc3OC)c(C)o2)cc1 (configuration not stated)	-4%
Cc1nc(-c2ccc(C(F)(F)F)cc2)sc1C(=O)NN	-9%
O=C(Cc1nnc(NC(=O)Nc2ccc(F)cc2)s1)NCc1ccccc1	7%
CCCNC(=O)CSc1c(CCC)cnc2c1c(=O)n(C)c(=O)n2C	-12%
COc1ccc(Nc2nc(N)c([N+](=O)[O-])c(NC3CCCCC3)n2)cc1	?
NC(=O)c1ccc(OCC2CCCO2)cc1 (configuration not stated)	4%
COc1ccc(CC(=O)OCC(=O)N2CCCc3ccccc32)cc1OC	-1%
CC1CN(Cc2nc3c(c(=O)n(C)c(=O)n3C)n2Cc2cccc(Cl)c2)CC(C)O1 (configuration not stated)	-8%
Cc1ccc(-c2nnn3c2nc(Cl)c2ccccc23)cc1	-10%
Cc1n[nH]c2ccc([N+](=O)[O-])cc2c1=O	5%
CCOC(=O)C1=C(CN(CC)Cc2ccccc2)NC(=O)NC1c1ccc(OC(C)C)cc1 (configuration not stated)	1%
COc1ccc(OC)c(NCc2cccn2-c2nnc(N3CCCCC3)s2)c1	?
COc1cccc(NC(=O)Cn2c(=O)n(CCCCC(=O)NCc3ccccc3Cl)c(=O)c3ccccc32)c1	-5%
Cc1ccc(NC(=O)NC(C)c2c(-n3cccc3)sc(C)c2C)cc1F (configuration not stated)	-18%
Clc1ccc(CCNc2ncnc3c2c(-c2ccccc2)cn3-c2ccccc2)cc1	10%
CCC(=O)c1ccc(OCC(=O)OC(C)C(=O)N2CCc3ccccc32)cc1 (configuration not stated)	-5%

The list continues:
SMILES	aSyn tox rescue
COc1cccc(N2C(=O)CSC23C(=O)N(Cc2ccccc2F)c2ccccc23)c1 (configuration not stated)	3%
O=C(NCCc1ccc(F)cc1)C(=O)NCC1CCCN1S(=O)(=O)c1cccs1 (configuration not stated)	-6%
C=Cn1cc[n+](CC(=O)c2ccc(C)cc2)c1	0%
Nc1ccc(S(N)(=O)=O)cc1N	3%
O=C(Cn1cc(SCc2cccc(F)c2)c2ccccc21)N1CCOCC1	1%
Cc1ccc(COc2ccc(CNCCCN3CCCCCC3=O)cc2)cc1	8%
COc1ccccc1S(=O)(=O)Cc1ccc(C(=O)N2CCN(c3cc(Cl)ccc3C)CC2)o1	?
CCCNC(=O)c1nc(C)n(-c2cc(Cl)ccc2Cl)n1	3%
O=C(c1cc(F)cc(F)c1)N1CCC(c2nc(-c3ccc(S(=O)(=O)N4CCCC4)cc3)no2)CC1	3%
COc1cc(C(C)=O)ccc1OCC(=O)Nc1cc(Cl)ccc1-n1cncn1	6%
COc1ccccc1NC(=O)C(C)OC(=O)CCCN=C1NS(=O)(=O)c2ccccc21 (configuration not stated)	-19%
O=C(NCCCN1CCN(c2cccc(Cl)c2)CC1)c1ccc2nc(Cc3ccccc3)oc2c1	-16%
Cc1ccccc1Nc1c(-c2cccc(Cl)c2)nc2ncccn12	-3%
CCOCCCNC(=O)c1c[nH]c2c(CC)cccc2c1=O	0%
Cc1ccc2occ(CC(=O)N(Cc3ccc(Cl)cc3)C3CCS(=O)(=O)C3)c2c1 (configuration not stated)	3%
CCN(CC)S(=O)(=O)c1ccc(C(=O)Nc2nnc(C(C)C)s2)cc1	-8%
O=C(/C=C/Nc1ccc(S(=O)(=O)Nc2cnc3ccccc3n2)cc1)c1cccnc1	-7%
COC(=O)CNC(=O)COC(=O)/C=C/c1cccs1	-2%
COc1ccccc1C(=O)N/C(=C\c1cn(S(=O)(=O)N(C)C)c2ccccc12)C(=O)NCCCn1ccnc1	5%
O=C(CNc1ccccc1OC(F)F)N1CCc2ccccc21	-13%
COc1cc(OC)c(OC)cc1CN1CCc2nc(Nc3ccc4c(c3)OCCO4)ncc2C1	-12%
COc1ccc(NC(=O)Cn2c(=O)n(Cc3ccccc3OC)c(=O)c3cccnc32)cc1Cl	7%
COc1ccc(C(=O)NCCn2cc(SCc3ccc(C(F)(F)F)cc3)c3ccccc32)cc1OC	1%
O=C(NCCCc1nc2ccccc2n1Cc1ccc(Cl)cc1Cl)c1ccco1	7%
CCOc1ccc(NC(=O)N(C2CCCCC2)C(C)c2ccncc2)cc1 (configuration not stated)	-2%
CCc1c(N=O)c(-c2ccccc2)n(O)[n+]1[O-]	-7%
COC(=O)CN1C(=O)C(O)(CC(=O)c2ccc(F)cc2)c2ccccc21 (configuration not stated)	0%
COc1cccc(NC(=O)c2c(C)oc3nc(C)nc(N4CCCC4)c23)c1	-7%
COc1cccc(-c2ccc3c(N)c(C(=O)c4ccc(Cl)cc4)sc3n2)c1	0%
CCCOc1ccc(NC(=O)CC2C(=O)N(c3ccc(C)cc3)C(=O)N2Cc2cccc(OC)c2)cc1 (configuration not stated)	2%
CCc1ccc(-n2nc(C)c3c(C)cc(=O)n(CC(=O)Nc4cc(C)ccc4C)c32)cc1	-7%
CCOc1ccc(CC(=O)NCCc2sc(-c3cccc(F)c3)nc2C)cc1	-4%
Fc1ccc(-c2nn(-c3ccc(Cl)cc3)c3c2cnc2ccc(F)cc23)cc1	2%
CC1CCC(N2CC(=O)N(C3CCCCC3)C(c3ccc(F)cc3)C2=O)CC1 (configuration not stated)	-15%
O=C(Nc1c2c(nn1-c1ccc(Cl)cc1)CS(=O)(=O)C2)c1cccc(Cl)c1	-2%
COc1ccc(-c2nc(S(=O)(=O)c3ccc(Cl)cc3)c(NCc3ccccc3)o2)cc1	-2%
O=C(Cn1cc(S(=O)(=O)Cc2ccc(F)cc2)c2ccccc21)NCc1ccccc1	-14%
CCOC(=O)c1nn(-c2ccc(F)cc2)c(=O)cc1OCC(=O)Nc1ccc(F)c(F)c1	-7%
CCc1ccc(CNC(=O)CCn2nc(C)c3c(C)n(-c4ccccc4)nc3c2=O)cc1	-11%
Cc1ccc(Cn2ccc(NC(=O)c3cc(CC(C)C)on3)n2)cc1	4%
C[C@@H]1CNC(=O)c2c(C(=O)NCC(=O)OC(C)(C)C)ncn21	1%
Nc1ccc(-c2cnc3ccccc3n2)cc1	16%
O=C(Nc1nnc(SCc2ccccc2)s1)C1=COCCO1	1%
O=C(NCC(c1ccco1)N1CCc2ccccc2C1)c1ccccc1Br (configuration not stated)	1%
CCCCn1c(CCNC(=O)CCC)nc2ccccc21	0%
CC(CNC(=O)c1ccc2nc(CCc3ccccc3)oc2c1)c1ccccc1 (configuration not stated)	-13%
COc1ccc(NS(=O)(=O)c2cc(NC(=O)CNC(=O)c3ccc(C)s3)ccc2Cl)cc1	-5%
CC1CCN(C(=O)c2ccc3c(c2)N(Cc2ccccc2F)C(=O)c2ccccc2S3(=O)=O)CC1	2%
CCOc1ncccc1C(=O)Nc1ccc2nc(C)sc2c1	-10%
Fc1ccc(Nc2nc3nonc3nc2Nc2cccc(C(F)(F)F)c2)cc1	-65%[inhibitor]
CC(=O)c1ccc(N2CCN(C(=O)CNC(=O)c3ccc(Br)o3)CC2)cc1	2%
CN(C(=O)c1cc2nc(-c3ccco3)cc(C(F)(F)F)n2n1)c1ccc(OC(F)(F)Cl)cc1	3%
COC(=O)c1cc(C(=O)Nc2nc3ccccc3[nH]2)cc([N+](=O)[O-])c1	9%
O=S1(=O)CC(N2CCCCC2)C1CN1CCCCC1 (configuration not stated)	-5%
O=C(Nc1cccc(C(F)(F)F)c1)c1cc2c(s1)-c1ccccc1OC2	8%
CCc1ccc(NC(=O)N2CCN(Cc3nc4ccc(C)cc4o3)CC2)cc1	18%
COc1ccc(-c2ccc(NC(=O)c3ccco3)cc2)nn1	-53%[inhibitor]
CCOc1ccc(NC(=O)CC2C(=O)Nc3ccccc3N2C(=O)c2ccccc2)cc1 (configuration not stated)	1%

Bioassay records from PubChem.
